PhoP inhibition – PhoP-dependent GFP reporter repression – Salmonella Typhimurium, primary screen (AID 1863); inhibition, % at 50 µM; hits with a dose series show IC50 in µM; S. Typhimurium PhoP-regulated promoter GFP reporter, 4 h; higher % means a stronger effect; 300,000 compounds, 0.16% hits;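 active = inhibition over 29.93%, a cutoff 3 SD above the screen mean, later confirmed by dose response; inconclusive = inhibition over 29.93% but no dose response follow-up; inactive = inhibition at most 29.93% or unconfirmed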;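 also: 0% = low Mg2+ inducing control and 100% = high Mg2+ repressing control; strong numbers were not always called active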
West Nile antiviral – West Nile virus antiviral activity, cell-based, CPE readout (AID 1621); West Nile virus-infected cells, CPE inhibition; higher % means a stronger effect; CPE inhibition, % at 10 µM; hits with a dose series show IC50 in µM; 290,000 compounds, 0.02% hits; in the data active = a potency from the dose series; inconclusive = CPE inhibition mostly from about 3.7% at the one dose, without a potency; inactive = the rest, 99 in 100 with CPE inhibition below about 2.2%; also: strong numbers were not always called active
P. falciparum M17LAP – P. falciparum M17LAP inhibitors, primary screen, biochemical, fluorogenic H-Leu-NHMec substrate, 1536-well (AID 1619); recombinant M17LAP, H-Leu-NHMec fluorogenic kinetic assay; higher % means a stronger effect; one-dose inhibition, % at 30 µM; IC50 in µM for titrated hits; 220,000 compounds, 0.38% hits;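 active = compound inhibiting the enzyme by more than half at any dose during confirmatory dose-response retesting; inconclusive = strong single-dose inhibitors picked by rank but not retested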;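 also: plate controls were full reaction with DMSO carrier for no effect and no enzyme background for full effect; strong numbers were not always called active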
ER stress rescue – protection against thapsigargin-triggered cell killing – 384-well, CSM14.1, ATP luminescence, primary screen (AID 1222). CSM14.1 thapsigargin-induced death rescue, ATP luminescence; higher % means a stronger effect. cellular ATP content (survival), % at 20 µM; hits with a dose series show EC50 in µM. 190,000 tested, under 10 active;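 active = EC50 below 50 µM in the dose-response confirmation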;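 also: death triggered by thapsigargin at about 15 µM added after 2 h compound pretreatment; cell ATP read after overnight thapsigargin exposure of roughly 18 to 22 hours; normalized against plate controls of thapsigargin alone and 5% DMSO vehicle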
XIAP antagonists – XIAP antagonists, biochemical, IAP family, fluorescence polarization (AID 1018); XIAP BIR domain, fluorescence polarization peptide displacement; higher % means a stronger effect; displacement, % at 20 µM, or IC50 in µM where a hit was titrated; 200,000 compounds, 0.007% hits; in the data active = displacement above about 50%; also: a part of the inactive calls stands beside numbers as strong as those of hits
Yfh1-off respiration – enhancers of respiration in Yfh1-depleted yeast, dose response, Friedreich's ataxia, plus single-dose screen (AID 1465). S. cerevisiae Yfh1-off respiration, WST-1 reduction, 72 h; higher fold induction means a stronger effect. one-dose fold induction at 50 µM; EC50 in µM for titrated hits. 220,000 compounds, 0.074% hits;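 active = fold induction of absorbance versus untreated yeast above a set limit, then at least 30% activation at any dose in follow-up; inconclusive = repeats straddling the limit, or above it without dose testing; inactive = fold induction below the set limit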;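 also: activators that raise dye reduction in frataxin-depleted yeast; strong numbers were not always called active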
human PMI inhibitors – human PMI inhibitors, high substrate, primary screen, biochemical, fluorescence intensity, high mannose 6-phosphate (AID 1220). recombinant PMI enzyme, coupled fluorescence intensity; higher % means a stronger effect. inhibition, % at 20 µM; hits with a dose series show IC50 in µM. 190,000 compounds, 0.66% hits; in the data active = inhibition above about 50%
P. falciparum M1AAP – P. falciparum M1AAP inhibitors, biochemical, fluorogenic H-Leu-NHMec substrate, 1536-well (AID 1445); one-dose inhibition, % at 30 µM; IC50 in µM for titrated hits; 220,000 compounds, 0.42% hits; recombinant M1AAP, H-Leu-NHMec fluorogenic kinetic assay; higher % means a stronger effect;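 active = primary inhibition above the hit cutoff, then over 50% inhibition at one or more dose response concentrations, cut at about 23% in these data, passing the limit was not always enough; inconclusive = conflicting primary data, or primary hits not chosen for dose response; inactive = low primary inhibition, or under 50% at every dose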;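 also: plate controls were DMSO full reaction for no effect and no enzyme background for full effect; strong numbers were not always called active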
SIAH1 antagonists – Siah-1 peptide-binding antagonists, primary screen, biochemical, fluorescence polarization, rhodamine-plectin, uHTS (AID 1817). Siah-1 / rhodamine-plectin peptide fluorescence polarization; higher % means a stronger effect. one-dose displacement, % at 20 µM; IC50 in µM for titrated hits. 290,000 compounds, 0.02% hits;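 active = displacement of at least 50% at 20 µM, with a fluorescence ratio check between 0.3 and a set limit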;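 also: plate controls were Siah plus tracer with DMSO for no effect and tracer alone without Siah for full effect; strong numbers were not always called active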
An asterisk follows results filed as active; i = inactive; ? = inconclusive; · = no result given.

SMILES	PhoP inhibition	West Nile antiviral	P. falciparum M17LAP	ER stress rescue	XIAP antagonists	Yfh1-off respiration	human PMI inhibitors	P. falciparum M1AAP	SIAH1 antagonists
CCCCNS(=O)(=O)c1ccc(S(=O)(=O)N2CCC3(CC2)OCCO3)cc1	-10%	-1.6%	-5%	-2.2%	-2.0%	i	-8%	2%	-5%
CCCCCCn1c(=O)c(F)cn(Cc2ccc(OC)c([N+](=O)[O-])c2)c1=O	2%	-0.5%	8%	-1.6%	0.9%	i	11%	3%	0%
O=C(NNC(=O)c1cccc(-n2cnnn2)c1)c1ccccc1	-8%	0.2%	13%	-1.0%	-2.7%	i	-7%	10%	18%
O=C(CN1C(=O)C2(OCCO2)c2ccccc21)c1ccc(F)cc1	-15%	-0.2%	2%	0.1%	-8.1%	i	3%	7%	7%
O=C(COc1ccccc1Cl)Nc1nc(-c2cccs2)cs1	-3%	-0.4%	1%	-2.5%	-7.6%	i	21%	14%	0%
O=C(/C=C/Sc1ccccc1)c1ccc(Cl)cc1	-7%	1.5%	-12%	-5.2%	-2.3%	i	-8%	2%	-5%
O=C(Nc1ccc(Br)c(Cl)c1)c1ccco1	8%	0.3%	7%	·	-3.6%	i	10%	4%	1%
COC(=O)C1C(=O)C2=C(CC1C)NC(C)=C(C(=O)OC(C)C)C2c1ccc(C)o1 (stereo unspecified)	-13%	0.0%	19%	-1.7%	-3.6%	i	-1%	9%	5%
COc1ccc(N(CC(=O)O)S(=O)(=O)c2cccnc2)cc1	-7%	0.2%	7%	-1.5%	0.5%	i	4%	1%	2%
CCCN1C=CC(=C/C=C(\C#N)C(=O)OCC)C=C1	-22%	0.7%	91µM*	-4.1%	-1.9%	?	11%	16%	-6%
N#C/C(C(N)=O)=C1/CCc2ccccc2N1	7%	0.3%	4%	-0.6%	0.6%	i	-8%	9%	1%
COc1ccc2c(c1OC)C(=O)N(c1ccc(C)c(C)c1)C2=O	4%	0.2%	-2%	-1.6%	-9.6%	i	-2%	-5%	-7%
FC(F)(F)c1cccc(Sc2nc(-c3ccccc3)nnc2C(F)(F)F)c1	4%	1.3%	-5%	-0.6%	-9.8%	i	3%	-5%	-3%
COCCOc1cc(NC(=O)c2sccc2Oc2ccc([N+](=O)[O-])cc2F)c(Cl)cc1Cl	-1%	-0.1%	-13%	0.2%	28%	i	20%	1%	1%
CCC(CC)C(=O)c1c[nH]c(C(=O)N2CCN(c3ccc(OC)cc3)CC2)c1	-3%	-0.8%	3%	0.0%	-5.5%	i	7%	4%	7%
CCOC(=O)c1csc(NC(=O)CCSc2ccccc2)n1	6%	-0.8%	1%	·	-0.9%	i	-6%	3%	4%
Cc1ccc(C(C)NC(=O)c2ccco2)cc1C (stereo unspecified)	-4%	0.3%	-13%	3.3%	0.1%	i	3%	4%	2%
COC(=O)c1cc(NC(=O)c2c(-c3c(Cl)cccc3Cl)noc2C)ccc1N1CCOCC1	-4%	-0.3%	6%	·	·	i	·	5%	-3%
C/C(=N\NC(=O)c1[nH]c2c([N+](=O)[O-])cc(C)cc2c1-c1ccccc1)c1cccnc1	-5%	0.3%	-4%	-0.6%	-5.4%	?	-6%	8%	4%
Cc1cc(NC(=O)Nc2cc(F)ccc2F)no1	-3%	-0.3%	7%	·	·	i	·	6%	0%
O=C(CSc1ccccc1)N(c1ccc(Br)cc1)c1nccs1	-13%	-0.8%	-10%	-2.5%	0.1%	i	1%	-3%	15%
C/C(=N/NC(=O)CN1CCN(S(=O)(=O)c2ccc(C)cc2)CC1)c1ccco1	2%	-0.4%	5%	·	·	i	·	-6%	4%
COc1cc(C2/C(=C(\O)c3cc(C)ccc3C)C(=O)C(=O)N2CCN(C)C)ccc1O (stereo unspecified)	12%	0.5%	-6%	-0.1%	-4.8%	i	12%	-4%	2%
COc1ccc(Cl)cc1Nc1cc(C)nc2nc(C)nn12	0%	·	-3%	-1.8%	-7.0%	·	-8%	10%	1%
CSc1nnc2c(n1)OC(c1ccccn1)N(C(C)=O)c1ccccc1-2 (stereo unspecified)	-1%	0.7%	8%	0.2%	-2.7%	i	-3%	4%	-3%
CCOc1ccc(N2CC(C(=O)Nc3cccc(S(=O)(=O)N4CCCCC4)c3)CC2=O)cc1 (stereo unspecified)	2%	-0.6%	3%	-0.5%	-3.7%	i	10%	1%	9%
O=C(CSc1nncn1-c1ccccn1)Nc1cccc(Cl)c1	-4%	-0.9%	12%	-0.4%	-2.9%	i	-3%	13%	-3%
Cc1ccc(-c2nn(C)c(=O)c3ccccc23)cc1CN1CCOCC1	-1%	-0.2%	-2%	-1.0%	1.4%	i	-3%	1%	2%
Cn1c(=O)n(C)c2cc([N+](=O)[O-])c(N3CCN(S(C)(=O)=O)CC3)cc21	-14%	-1.2%	12%	-1.2%	-1.6%	i	-3%	7%	-4%
O=C(Nc1ccc(N2CCCCC2)c(Cl)c1)c1ccc2c(c1)OCCO2	-10%	-0.1%	3%	2.4%	-7.1%	i	5%	4%	4%
CCn1c(-c2nn(C)cc2Cl)n[nH]c1=S	4%	2.0%	9%	-1.8%	71%	i	-8%	5%	1%
COc1ccc(OCc2nnc3n2N=C(c2ccc(OC)cc2)CS3)cc1	-10%	-0.3%	8%	-1.3%	-5.3%	i	-4%	21%	-2%
Cc1noc(C)c1CSCC(=O)OCC(=O)N1CC(=O)Nc2ccccc21	0%	0.2%	-7%	-1.2%	-5.1%	i	2%	6%	0%
CC(C)(C)Nc1nc(Oc2ccc(=O)[nH]n2)nc(N2CCOCC2)n1	1%	1.3%	2%	-1.3%	-2.1%	i	3%	8%	8%
O=C(NCc1ccco1)C(c1ccccc1)N(C(=O)Cc1cccs1)c1ccccc1 (stereo unspecified)	3%	0.1%	-11%	3.4%	-3.4%	i	-5%	8%	8%
COCCn1c(-c2ccccc2)csc1=Nc1cccnc1	5%	-0.8%	8%	-1.0%	-7.7%	i	-23%	2%	11%
Cc1ccc(-c2csc(/C(C#N)=C(\O)CCl)n2)cc1	-4%	-0.6%	6%	-0.4%	-5.7%	i	-73%	7%	12%
CCCCc1nc(Cl)c(C#N)c2c1CCC2	-5%	1.3%	-20%	·	·	i	·	7%	0%
CCCc1cc(=O)[nH]c(SCC(=O)c2cc(C)n(CC(F)(F)F)c2C)n1	3%	0.1%	-1%	-0.4%	-11%	i	-1%	9%	9%
CC(=O)c1ccc(N2CCN(C(=O)/C=C/c3ccc4ccccc4n3)CC2)cc1	-7%	-0.5%	5%	1.3%	-5.9%	i	5%	11%	4%
O=C(COc1ccc(Cl)cc1)NCc1nnc(SCC(=O)N2CCCC2)o1	3%	-0.2%	-2%	-1.0%	-2.5%	i	3%	-7%	7%
O=C(CN1C(=O)NC2(CCCCCC2)C1=O)c1ccc2c(c1)OCCO2	-6%	0.5%	-4%	3.3%	-3.9%	i	8%	15%	0%
O=Cc1cn(-c2ccccc2)nc1-c1ccc2c(c1)OCCO2	6%	0.1%	7%	6.5%	-6.1%	i	23%	22%	-2%
Fc1ccccc1COc1ccccc1CNCc1ccncc1	15%	-1.6%	0%	-1.4%	2.3%	i	-2%	6%	-2%
O=C(NN1C(=O)C2C3C=CC(C4CC34)C2C1=O)c1ccc(Cl)cc1 (stereo unspecified)	2%	-0.2%	39%	2.3%	-2.2%	i	3%	5%	-3%
Cc1ccc2cccc(OCCOCCOc3ccccc3Br)c2n1	2%	-2.0%	1%	-1.7%	-5.0%	i	36%	0%	2%
Oc1ccc(-c2[nH]ncc2-c2cnn(-c3ccccc3)c2)c(O)c1	1%	0.7%	8%	0.7%	-8.1%	i	2%	12%	-2%
CC1(C)CC(=O)c2sc(NC(=O)c3cccs3)nc2C1	-3%	-0.2%	5%	-9.8%	-5.8%	i	-7%	7%	1%
CCN1C(=O)c2ccccc2S(=O)c2ccc(C(=O)NCCCN3CCCC3=O)cc21 (stereo unspecified)	-5%	-0.2%	-3%	·	0.9%	i	2%	-5%	-3%
Cc1oc(C(C)(C)C)cc1C(=O)Nc1cccc(C(=O)O)c1	2%	0.2%	15%	1.1%	-4.0%	i	-1%	-1%	3%
O=c1oc2ccccc2cc1-c1nc2c(s1)CCCC2	7%	·	-43%	-4.8%	-3.1%	·	9%	11%	0%
COc1ccccc1NC(=O)c1ccc(NC(=O)CN2CCN(C(=O)c3ccco3)CC2)cc1	-11%	-0.1%	7%	-1.1%	-4.2%	i	-12%	-2%	0%
Clc1nnc(N2CCCCC2)c2ccccc12	0%	-0.6%	11%	-0.5%	-2.7%	i	·	6%	-1%
CS(=O)(=O)Nc1cccc(C(=O)CC2(O)C(=O)Nc3ccc(Br)cc32)c1 (stereo unspecified)	12%	0.1%	37%	-1.3%	-4.0%	i	0%	7%	-6%
O=c1cnc2cc([N+](=O)[O-])ccc2[nH]1	·	-0.3%	·	0.5%	-3.1%	i	27%	·	2%
CCOC(=O)c1ccc(N2C(=O)CC(Nc3ccc(O)cc3)C2=O)cc1 (stereo unspecified)	4%	0.0%	3%	·	·	i	·	8%	12%
CC(C)CCOC(=O)C[N+](C)(C)CCOC1CC2CCC1(C)C2(C)C (stereo unspecified)	-3%	1.3%	-5%	·	-3.0%	i	-17%	0%	4%
O=c1c2ccccc2nc2n1-c1ccccc1CCC2	3%	-0.7%	-11%	0.2%	-4.5%	i	-1%	-3%	4%
Nc1ccc2nc(-c3ccc(N)c(Cl)c3)[nH]c2c1	-3%	1.7%	-226%	-3.6%	1.0%	i	24%	18%	3%
Clc1ccc(C2=CC(c3ccco3)n3ncnc3N2)cc1 (stereo unspecified)	-41%	-0.1%	11%	-1.1%	-2.6%	i	-15%	9%	-4%

Next structures follow:
SMILES	PhoP inhibition	West Nile antiviral	P. falciparum M17LAP	ER stress rescue	XIAP antagonists	Yfh1-off respiration	human PMI inhibitors	P. falciparum M1AAP	SIAH1 antagonists
Cc1coc(C)c1C(=O)CC1(O)C(=O)Nc2cc(Cl)cc(Cl)c21 (stereo unspecified)	-7%	0.1%	-6%	-0.9%	-6.9%	i	15%	6%	-4%
COC(=O)Cn1cc(C(=O)C(C)(C)C)c2ccccc21	·	0.1%	·	0.9%	-3.2%	i	-4%	·	1%
Cc1c(NC(=O)CN2CCN(C(=O)c3ccco3)CC2)c(=O)n(-c2ccccc2)n1C	4%	-0.2%	3%	1.8%	-1.8%	i	-12%	6%	2%
COC(=O)c1ccc(COC(=O)c2ccc(CO)cc2)o1	6%	-0.7%	-13%	1.0%	2.4%	i	-4%	-3%	-3%

From PubChem
